KCNH2 3.1 inh: qHTS for Inhibitors of KCHN2 3.1: Mutant qHTS. U2OS KCNH2 3.1, thallium flux FluxOr; active compounds read low. AID 720553, 2013. Potassium voltage-gated channel subfamily H member 2, brain isoform KCNH2 3.1 (human). activity change, % (tested at about 1.8 µM). actives 0.95% (n = 340,000);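 active = maximum activity change below -70%; inconclusive = maximum activity change from -70% to -50%; inactive = maximum activity change above -50%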;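 also: thallium influx rate constant from kinetic fluorescence after stimulation buffer; % is scaled to controls: 0 for no effect and ±100 for the full control effect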
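Kinetic fluorescence (2 min after stimulation buffer) measures Tl+ influx through KCNH2 3.1 expressed by viral transduction in U2OS cells; the rate constant is normalized against DMSO controls serving as positive and negative references.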
Mito fusion yeast: qHTS Assay for Small Molecule Inhibitors of Mitochondrial Division or Activators of Mitochondrial Fusion. AID 485298, 2010. actives 0.23% (n = 320,000). Potency, µM (highest dose often 46.1 µM), inactives show top-dose growth rescue (activation), actives largely listed as activators. S. cerevisiae fusion-defective mutant growth rescue, CellTiterGlo 48 h;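 also: potency is read from the fitted curve at half-maximal effect; % of control where 0% means no effect; nearly all actives have a fitted effect of over 45% in size; temperature-sensitive fusion mutants such as fzo1-1 at 37 °C on non-fermentable ethanol glycerol medium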
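Growth-rescue viability read-out: after 48 h at the non-permissive 37C in glycerol/ethanol YPEG, yeast mitochondrial fusion mutants are measured by CellTiterGlo luminescence; compounds (23 nl pinned per well) restoring growth score as division inhibitors or fusion activators.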
TRPV1 agonist: HTS Assay for Compounds that Act as Agonists of the Vanilloid Receptor 1; activation, % at 8.33 µM; actives 0.19% (n = 320,000); TRPV1-expressing cells, Fluo-8 calcium influx, agonist mode; AID 540275, 2011; Transient receptor potential cation channel subfamily V member 1 (Homo sapiens), Q8NER1; in the data active = activation above about 80%; inconclusive = between about 30% and that limit; also: 0% is about no effect
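Fluo-8 calcium influx in TRPV1-expressing cells, kinetic read (ex 480/em 520 nm). Compound added and read 3 min for agonist activity, followed by capsaicin at EC20 final and 2 min further read for enhancement.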
TCR activator: Activators of T cell receptors: qHTS campaign; primary human leukocytes, anti-CD3, IL-2 HTRF, 48 h; 330,000 tested, under 10 active; Potency, µM (titrated, usually from 9.22 µM), for inactives: at the highest dose activation of IL-2 secretion, hits mostly activators; also: % of control where 0% means no effect
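1) Mix primary human leukocytes, a-CD3 beads and compound. 2) Incubate 48 hr. 3) Add HTRF IL-2 reagents (a-IL-2-K, a-IL-2-d2).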
A-T KAP1 phos: qHTS Assay for Identifying a Potential Treatment of Ataxia-Telangiectasia; […] A-T fibroblasts, KAP-1 phosphorylation AlphaLISA; neocarzinostatin DNA damage 30 min before lysis; Potency, µM (series often up to 57.5 µM), inactives show at the highest dose activation, most hits filed as activators; actives 0.19% (n = 320,000); AID 485349, 2010; also: potency is read from the fitted curve at half-maximal effect; % of control where 0% means no effect; nearly all actives have a fitted effect of over 45% in size
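hTERT-immortalized A-T patient fibroblasts ([…]), 500 cells/well in OPTI-MEM, 1% FBS, got compounds for 60 min, then NCS for 30 min at 37C. Lysates were then assayed for phospho-KAP-1 by AlphaLISA (anti-pKAP1 donor, anti-KAP1 acceptor beads), 6 hr at 25C.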
ELG1 DNA repair: qHTS screen for small molecules that inhibit ELG1-dependent DNA repair in human embryonic kidney (HEK293T) cells expressing luciferase-tagged ELG1 | HEK293T ELG1-luciferase reporter, luminescence, 16 h; DNA damage induced by 5-fluorouridine | Potency, µM (highest dose often 46.1 µM), inactives show top-dose activity change, negative = inhibition, most hits filed as inhibitors | actives 2.3% (n = 330,000) | AID 504467, 2011; also: potency is read from the fitted curve at half-maximal effect; % is scaled to controls: 0 for no effect and ±100 for the full control effect; nearly all actives have a fitted effect of over 55% in size
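Overnight (16 hr) co-exposure of 2,000 cells/well to 5-fluorouridine and compound at 37 °C preceded detection. Luciferase was quantified via ONE-Glo luminescence; loss of signal denotes inhibition.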
TSHR antag: Antagonists of the Thyroid Stimulating Hormone Receptor: HTS campaign | AID 504810, 2011 | actives 0.2% (n = 330,000) | activity change, negative = inhibition, % at 11.5 µM | Thyrotropin receptor (Homo sapiens), P16473 | TSHR-expressing cells, TSH-stimulated cAMP HTRF, 2 h; active compounds read low;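 active = activity change below a set negative limit, meaning inhibition stronger than a set level, cut at about -70% in these data; inconclusive = activity change between two set negative limits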; also: % is scaled to controls: 0 for no effect and ±100 for the full control effect
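Read-out is FRET at 665 nm (cryptate excitation 337 nm) from a cryptate-tagged anti-cAMP antibody, competed by cell cAMP against cAMP-d2. Compounds are tested on freshly harvested TSHR cells challenged with 4nM TSH (EC80) for 2 hours at 37 deg C.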
Eya2 phos inh: qHTS Assay for Inhibitors of the Phosphatase Activity of Eya2; Protein phosphatase EYA2 (Homo sapiens), O00167; recombinant Eya2, OMFP fluorescence dephosphorylation (OMFP is methylfluorescein phosphate); Potency, µM (titrated, usually from 76.9 µM), for the others: at the highest dose activity, negative = inhibition, hits mostly inhibitors; actives 0.006% (n = 330,000); AID 488837, 2010; also: potency is read from the fitted curve at half-maximal effect; % is scaled to controls: 0 for no effect and ±100 for the full control effect
Target sequence (O00167 whole entry, looked up): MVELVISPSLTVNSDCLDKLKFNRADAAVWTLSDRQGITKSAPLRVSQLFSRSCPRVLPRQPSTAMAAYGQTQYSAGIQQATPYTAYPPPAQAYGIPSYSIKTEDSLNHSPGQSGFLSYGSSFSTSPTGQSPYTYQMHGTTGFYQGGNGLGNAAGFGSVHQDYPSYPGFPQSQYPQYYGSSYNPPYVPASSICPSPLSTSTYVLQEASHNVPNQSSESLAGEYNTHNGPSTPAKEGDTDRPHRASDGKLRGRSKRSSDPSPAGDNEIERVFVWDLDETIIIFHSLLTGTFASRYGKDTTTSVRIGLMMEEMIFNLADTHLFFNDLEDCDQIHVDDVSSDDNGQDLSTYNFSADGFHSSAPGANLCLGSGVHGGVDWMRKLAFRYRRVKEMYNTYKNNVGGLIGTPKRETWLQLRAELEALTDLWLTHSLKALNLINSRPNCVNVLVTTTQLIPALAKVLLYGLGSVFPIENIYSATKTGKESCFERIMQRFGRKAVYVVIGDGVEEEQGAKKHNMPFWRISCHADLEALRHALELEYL
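Eya2 protein (added as 0.2 uM solution) was preincubated with compound for 10 min at ambient temperature in 50 mM HEPES pH 7.5, 50 mM NaCl, 5 uM MgCl2, 0.05% BSA, 1 mM DTT. OMFP (added at 50 uM) then reacted 10 min; fluorescence read at 485/525 nm.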
USP2a inh: qHTS Assay for Inhibitors of Ubiquitin-specific Protease USP2a Using CHOP2 as the Reporter; Ubiquitin carboxyl-terminal hydrolase 2 (Homo sapiens), O75604; actives 0.01% (n = 330,000); Potency, µM (top dose mostly 38.3 µM), inactives show top-dose activity change, negative = inhibition, usual class: inhibitors; USP2 core, Ub-CHOP2 coupled fluorogenic reporter, 485/531;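 also: potency is read from the fitted curve at half-maximal effect; plate controls were DMSO wells for no effect and full inhibition by NEM control for full effect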
Target sequence (O75604 whole entry, looked up): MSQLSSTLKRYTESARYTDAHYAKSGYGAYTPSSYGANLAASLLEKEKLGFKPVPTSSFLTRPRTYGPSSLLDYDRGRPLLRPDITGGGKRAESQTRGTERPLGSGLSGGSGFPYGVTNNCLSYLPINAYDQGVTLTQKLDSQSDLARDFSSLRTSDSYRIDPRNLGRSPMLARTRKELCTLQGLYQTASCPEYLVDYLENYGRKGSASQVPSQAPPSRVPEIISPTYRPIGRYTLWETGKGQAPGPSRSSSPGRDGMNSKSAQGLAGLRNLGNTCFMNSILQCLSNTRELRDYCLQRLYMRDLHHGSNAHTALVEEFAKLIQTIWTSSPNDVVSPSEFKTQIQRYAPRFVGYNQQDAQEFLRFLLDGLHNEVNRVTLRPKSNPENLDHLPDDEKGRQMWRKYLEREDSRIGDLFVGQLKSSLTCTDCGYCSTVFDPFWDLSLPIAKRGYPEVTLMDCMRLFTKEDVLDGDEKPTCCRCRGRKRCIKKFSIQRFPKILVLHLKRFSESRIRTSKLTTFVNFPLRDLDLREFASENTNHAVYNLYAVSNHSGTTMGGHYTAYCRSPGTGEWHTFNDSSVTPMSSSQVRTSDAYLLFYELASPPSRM
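USP2 core (10nM final) preincubated 30min RT with compound in 20mM Tris-HCl pH 8.0, 2mM CaCl2, 2mM beta-mercaptoethanol, 0.05% CHAPS; 25nM Ub-CHOP2 plus 25nM reporter substrate added, fluorescence (Ex485/Em531) read after 60min.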
KCNH2 WT inh: qHTS for Inhibitors of KCHN2 3.1: Wildtype qHTS; Voltage-gated inwardly rectifying potassium channel KCNH2 (Homo sapiens), Q12809; U2OS, BacMam KCNH2, thallium flux FluxOr; active compounds read low; activity change, % at 1.84 µM; actives 0.37% (n = 340,000);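 active = maximum activity change below -70%; inconclusive = maximum activity change between -70% and -50%; inactive = maximum activity change above -50%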; also: % is scaled to controls: 0 for no effect and ±100 for the full control effect
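U2OS cells were transduced with wild-type KCNH2 virus (2.03 x 10^8 / mL) for 4 h at room temperature, then cultured overnight at 37 C. Thallium flux was read with FluxOr dye. Rate constants were normalized to DMSO controls.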
Active calls of the source: *; ? = inconclusive; / = not tested or not shown; [ ] = another dose, or the depositor's remark. Unless noted, calls follow the shape of the dose curve; as a rule, active = well fitted curve in the direction sought with a large enough effect; inconclusive = small, poorly fitted or top-dose-only effect, or another doubt; inactive = no such curve, though single readings can be large; an effect the other way counts as inactive or inconclusive.

SMILES	KCNH2 3.1 inh	Mito fusion yeast	TRPV1 agonist	TCR activator	A-T KAP1 phos	ELG1 DNA repair	TSHR antag	Eya2 phos inh	USP2a inh	KCNH2 WT inh
Cc1cc(C)cc(-n2c(O)c(C=Nc3ccc(N4CCOCC4)cc3)c(=O)[nH]c2=S)c1	-25	-13%	9	-15%[46.1 µM]	0%	1%	-1	11%	1%	1
COC(=O)[C@@]1(C)CC[C@]2(C)CC[C@@]3(C)C(=CC(=O)C4[C@@]5(C)CC[C@H](O)C(C)(C)[C@@H]5CC[C@]43C)[C@H]2C1 (some centres undefined)	-11	-9%	0	0%	0%	?	-2	8%	-9%	3
CCC1(CC)C(=O)NC(=Nc2cccc(C(F)(F)F)c2)NC1=O	-14	4%	25	3%	-1%	?	6	2%	-4%	-8
COc1ccccc1N1CCN(Cc2ccccc2F)CC1	10	5%	-6	2%	-1%	17%	4	2%	3%	22
CCCC(C)C1(CC)C(=O)NC(=Nc2ccc(OC)cc2)NC1=O (centres undefined)	/	-1%	-2	1%[46.1 µM]	0%	-11%	-1	4%	2%	-3
C[N+]12CN3CN(CN(C3)C1)C2	-19	-5%	-3	3%	1%	1%	-2	-27%	-1%	-8
CCOC(C[n+]1c(-c2ccccc2)cc(C)cc1-c1ccccc1)OCC	19	3%	1	1%	23%	-5%	-8	0%	0%	4
COc1ccc(-n2c(=O)[nH]c3ccccc3c2=O)c(OC)c1	5	-8%	2	1%	-4%	4%	16	-10%	-1%	17
Nc1c(C(=O)NCC2CCCO2)c2nc3ccccc3nc2n1Cc1ccco1 (centres undefined)	21	?	0	-2%	20µM*	23µM*	4	-5%	-8%	11
CN(C)C(=O)NC(O)C(Cl)(Cl)Cl (centres undefined)	-4	2%	-1	10%	-1%	12%	-1	17%	3%	9
O=C(CNS(=O)(=O)c1cccs1)N1CCC2(CC1)OCCO2	21	-2%	-1	2%	-1%	?	-14	?	8%	-2
Cc1cc(C(=O)N=Nc2c(O)n(C)c3ccccc23)c(C)o1	6	0%	-1	0%[46.1 µM]	-2%	?	5	-1%	-4%	13
Cc1sc2c(c1C)C(c1ccc(C(C)(C)C)cc1)=NCC(=O)N2CC(=O)Nc1nccs1	0	-3%	5	2%	-1%	1%	-2	-6%	3%	-12
O=C1NC(=O)N(c2ccccc2)C(=O)/C1=C/c1ccc2c(c1)Cc1ccccc1-2	/	13%	-2	/	7%	27%	-3	-16%	0%	/
C=CCN1C(=O)c2ccccc2Sc2ccc(C(=O)N3CCC4(CC3)OCCO4)cc21	-13	3%	3	4%	-1%	-25%	-12	6%	0%	1
CC1CCC(N2CCN(C(=O)COc3ccccc3)CC2)CC1 (centres undefined)	0	-5%	7	1%	-7%	20%	5	6%	0%	0
CCCC(C)C1(CC)C(=O)NC(=Nc2ccccc2)NC1=O (centres undefined)	4	12%	2	2%[46.1 µM]	-13%	?	1	3%	6%	0
Cc1ccc2c(c1)=NC(=O)/C(=C/c1c(O)[nH]c(=O)[nH]c1=O)C=2	-7	-2%	2	-8%	-32%	-3%	0	4%	-13%	1
CCN1CCN(c2ccc([N+](=O)[O-])cc2C=C2C(=O)NC(=O)NC2=O)CC1	-16	-6%	1	-5%[46.1 µM]	-1%	1%	-4	-4%	0%	7
CC1OC(C[N+](C)(C)C)CC1O (centres undefined)	2	-13%	-1	9%	6%	6%	9	11%	4%	4
Cc1ccc(-n2c(C)cc(/C=C3/C(=O)NC(=O)N(C)C3=O)c2C)cc1	8	-5%	8	-2%[46.1 µM]	5%	-1%	-15	4%	-2%	18
COC(=O)C1=C(c2ccc3ccccc3c2)C[C@@H]2CC[C@H]1N2C(=O)NC1CC1	8	-2%	0	-5%	3%	3%	0	-9%	0%	-7
COc1ccc(CC(C)NCCC(c2ccccc2)c2ccccc2)cc1 (centres undefined)	-101*	-18%	3	1%	4%	-25%	9	-7%	1%	-96*
Cn1c(O)c(C(c2ccccn2)c2c(O)n(C)c(=S)[nH]c2=O)c(=O)[nH]c1=S	-10	2%	/	5%	-1%	1%	12	-1%	0%	-8
O=c1c2ccccc2nc(/C=C/c2ccccc2O)n1-c1ccccc1O	/	1%	9	/	8%	23µM*	5	-7%	7%	/
CCCC/C(C)=C/[C@@H](NP(=O)(c1ccccc1)c1ccccc1)c1ccccc1	-22	7%	1	-3%	12%	19%	-11	-22%	-15%	42
CC1(C)CSC(=NCc2ccccc2)N1	14	-6%	?	-3%	1%	?	-1	13%	0%	/
CC1=C(C(=O)O)N2C(=O)[C@@H](NC(=O)CCCC(=O)O)[C@H]2SC1	2	4%	0	-9%	-4%	5%	6	7%	0%	0
CCCNC(=O)N1[C@H]2CC[C@@H]1C(C(=O)OC)=C(c1c(C)noc1C)C2	/	-4%	0	3%	9%	29%	-11	5%	2%	/
COc1ccc(OC)c(NP(=O)(Oc2ccc(Cl)cc2)Oc2ccc(Cl)cc2)c1	7	26%	?	3%[46.1 µM]	7%	?	4	-5%	-9%	-11
CCC(C)NC(=O)c1c(N)n(CCCOC)c2nc3ccccc3nc12 (centres undefined)	-3	?	?	0%	/	16µM*	0	-10%	-1%	1
Cc1cc(C=C2C(=O)N(C)C(=S)N(C)C2=O)c(C)n1C1CCCCC1	7	2%	1	-6%	-7%	-1%	-17	-5%	-2%	-5
C=CCn1c(O)c(/C=C/C=Nc2ccccc2)c(=O)[nH]c1=O	-29	-8%	-1	-5%[46.1 µM]	0%	-7%	8	2%	6%	3
COc1ccc2ccccc2c1CNCCc1ccccc1	?	-11%	1	0%	5%	-8%	4	-3%	-1%	17
c1coc(CNCCc2c[nH]c3ccccc23)c1	-24	0%	4	9%	1%	6%	-3	-3%	2%	-4
O=C(O)CSC(=S)N1CC2CC(C1)c1cccc(=O)n1C2 (centres undefined)	-1	-5%	-1	-2%	2%	8%	-1	6%	-7%	-8
COc1ccc2c(c1)CC1(CN2C)C(=O)NC(=O)N(c2ccc(C)cc2)C1=O (centres undefined)	-14	2%	1	0%	2%	4%	-4	26%	4%	-7
CC(Cc1ccccc1)NC(=O)c1ccc(N)cc1 (centres undefined)	-1	-3%	9	/	-15%	?	1	4%	0%	0
Nc1ccncc1Cl	-4	8%	-2	-5%	0%	-1%	5	-10%	4%	-1
CN(C)CCCN=Cc1c(O)n(Cc2ccco2)c(=O)[nH]c1=O	20	-12%	-2	-2%	-2%	19%	8	0%	1%	18
COC(=O)C1=C(c2ccc(OC)c(OC)c2)C[C@@H]2CC[C@H]1N2C(=O)NC1CCCCC1	0	-8%	6	-8%	-9%	20%	-1	-2%	-2%	4
COP(=O)(OC)/C(C=O)=N/Nc1ccc([N+](=O)[O-])cc1	0	-3%	-2	1%	-4%	-18%	7	7%	1%	-1
CCCCNC(=O)CN1C(=O)CN=C(c2ccccc2)c2ccccc21	-4	-4%	-1	-3%	-50%	9%	-3	-1%	6%	-7
Cc1cccn2c(=O)c3c(nc12)N1CCCCCC1C1(C3)C(=O)N(C)C(=O)N(C)C1=O (centres undefined)	14	0%	3	2%	7%	15%	-4	7%	2%	-3
CN1CC(C#N)C2(O)c3ccccc3CCC2C1 (centres undefined)	1	5%	-4	/	10%	-13%	-4	9%	0%	-4
CN1C(=O)NC(=O)/C(=C\C=C\c2ccccc2[N+](=O)[O-])C1=O	14	-4%	3	-5%	-5%	?	1	9%	0%	1
CCc1ccc(CN2CCN(Cc3ccc(SC)cc3)CC2)cc1	?	1%	0	7%	?	5.8µM*	-24	-18%	1%	?
Cc1ccc(/C=C2/C(=O)NC(=O)N(CC3CCCO3)C2=O)s1 (centres undefined)	-7	-2%	2	-2%[46.1 µM]	2%	?	-8	9%	1%	11

Part of the list above, reformatted.
Values run as follows: KCNH2 3.1 inh | Mito fusion yeast | TRPV1 agonist | TCR activator | A-T KAP1 phos | ELG1 DNA repair | TSHR antag | Eya2 phos inh | USP2a inh | KCNH2 WT inh
- CN1CC(C#N)C2(O)c3ccccc3CCC2C1 (centres undefined)
→ 1 | 5% | -4 | / | 10% | -13% | -4 | 9% | 0% | -4
- CN1C(=O)NC(=O)/C(=C\C=C\c2ccccc2[N+](=O)[O-])C1=O
→ 14 | -4% | 3 | -5% | -5% | ? | 1 | 9% | 0% | 1

An excerpt; count on the stated rates, not on these rows.
